MPTP block: permeability transition pore inhibition; AID 602449; hit rate 1.4% among 360,000; inhibition, % at 10 µM; isolated mouse mitochondria, Ca2+ swelling absorbance, 30 min;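 active = inhibition of 50% or more, scaled per plate between neutral and stimulator controls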;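 also: 0% = DMSO wells given calcium and 100% = 1 mM EGTA wells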
SENP8 block: blocks human SENP8 cleavage of Nedd8 substrate; Q96LD8; recombinant SENP8, Nedd8 substrate fluorescence; inhibition, % at 20 µM; hit rate 0.64% among 360,000; in the data active = inhibition mostly above about 40%, no sharp cut-off; inactive = mostly below about 27%
Target sequence (Q96LD8 whole entry, looked up): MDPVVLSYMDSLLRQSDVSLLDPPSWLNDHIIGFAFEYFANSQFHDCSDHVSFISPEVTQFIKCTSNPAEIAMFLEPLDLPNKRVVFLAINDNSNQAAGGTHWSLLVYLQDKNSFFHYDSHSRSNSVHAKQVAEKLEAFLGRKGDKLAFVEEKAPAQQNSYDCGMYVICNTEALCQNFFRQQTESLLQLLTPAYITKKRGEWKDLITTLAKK
ATG4B inhibitor: inhibitors of human ATG4B cysteine protease. Q9Y4P1. ATG4B cleavage of LC3-PLA2, NBD-HPC fluorescence, 1 h. inhibition, % at 8.33 µM. hit rate 0.51% among 340,000. AID 504462; in the data active = inhibition above about 40%
Target sequence (Q9Y4P1 whole entry, looked up): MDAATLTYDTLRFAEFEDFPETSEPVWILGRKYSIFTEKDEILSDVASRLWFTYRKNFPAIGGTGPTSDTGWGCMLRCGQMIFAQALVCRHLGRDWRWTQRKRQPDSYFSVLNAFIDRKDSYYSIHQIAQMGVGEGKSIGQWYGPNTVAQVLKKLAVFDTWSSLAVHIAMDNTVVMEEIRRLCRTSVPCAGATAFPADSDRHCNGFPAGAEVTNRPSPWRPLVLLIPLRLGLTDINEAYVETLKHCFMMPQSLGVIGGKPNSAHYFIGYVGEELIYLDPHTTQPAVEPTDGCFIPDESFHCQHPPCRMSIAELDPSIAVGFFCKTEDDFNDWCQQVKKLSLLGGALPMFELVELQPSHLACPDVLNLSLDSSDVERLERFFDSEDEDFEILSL
SENP6 block: inhibitors of human SENP6 protease; Q9GZR1; Recombinant SENP6 catalytic domain, aminoluciferin luminescence; inhibition, % at 10 µM; hit rate 1.8% among 330,000; AID 2599;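 active = inhibition above about 50% at the single tested dose, limit read from the data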;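 also: plate controls were DMSO wells with enzyme for no effect and DMSO wells lacking enzyme for full effect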
PfG6PD inh: PfG6PD (Plasmodium falciparum) enzyme inhibition. PfGluPho enzyme, NADPH resazurin-diaphorase fluorescence. inhibition, % at 20 µM. hit rate 0.78% among 350,000. AID 504690;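 active = inhibition reaching at least a set limit at 20 µM in the primary screen, cut at about 59% in these data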;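 also: 0% = DMSO wells with substrate and 100% = DMSO wells lacking glucose-6-phosphate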
NR3A LBD binder: modulates the human NR3A ligand-binding domain; NR3A LBD differential scanning fluorimetry, Tm shift; 0% = protein alone, 100% = glycine-bound protein; hit rate 2.5% among 340,000; AID 1259313; Tm shift relative to glycine control, % at 25 µM;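 active = melting temperature shift of at least 10% of the positive control shift, at one fixed dose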
SENP7 inh: inhibitors of human SENP7 protease; Q9BQF6; recombinant SENP7, Z-RLRGG-aminoluciferin luminescence, 40 min; inhibition, % at 5 µM; hit rate 1.5% among 330,000; AID 434973;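 active = inhibition above about 50% at the single test dose, limit read from the data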;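 also: plate controls were DMSO with enzyme for no effect and no enzyme buffer wells for full effect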
Target sequence (Q9BQF6 706-1050 limits assumed): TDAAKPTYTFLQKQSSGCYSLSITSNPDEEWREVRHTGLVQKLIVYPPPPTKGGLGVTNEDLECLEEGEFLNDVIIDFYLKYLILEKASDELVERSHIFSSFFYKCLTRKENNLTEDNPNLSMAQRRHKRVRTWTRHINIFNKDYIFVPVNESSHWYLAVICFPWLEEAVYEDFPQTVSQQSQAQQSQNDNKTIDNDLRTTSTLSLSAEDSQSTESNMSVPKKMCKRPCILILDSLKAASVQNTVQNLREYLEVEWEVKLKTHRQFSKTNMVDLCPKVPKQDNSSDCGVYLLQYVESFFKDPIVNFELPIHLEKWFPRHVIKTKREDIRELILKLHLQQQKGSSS
HKDC1 inhibitor: blocks human hexokinase HKDC1 activity | recombinant HKDC1, G6PDH/diaphorase resazurin coupled fluorescence | hit rate 0.16% among 340,000 | AID 493160 | inhibition, % at 20 µM | Q2TB90;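 active = inhibition above about 35% when tested at 20 µM, limit read from the data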;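 also: plate controls were DMSO wells with enzyme for no effect and DMSO wells lacking enzyme for full effect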
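Test system: recombinant HKDC1 (HK5) hexokinase enzyme, produced in-house; Amount: enzyme 5 µg/mL final; Buffer or medium: Tris pH 8.0 buffer with MgCl2, Tween-20, BSA, BME; Reagent: glucose and ATP substrates; Doses: 20 µM test compound, 1% DMSO; Incubation: 90 min reaction incubation at room temperature, dark; Detection: resorufin fluorescence at 613 nm.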
* = called active by the depositor; x = no result given. Not a hit list; any-hit rate near 6.9%.

SMILES | MPTP block | SENP8 block | ATG4B inhibitor | SENP6 block | PfG6PD inh | NR3A LBD binder | SENP7 inh | HKDC1 inhibitor
COc1ccc(CCNC(=O)C(=O)NCC2CCCN2S(=O)(=O)c2cc(C)ccc2C)cc1 (configuration not stated) | -0.5 | 10 | -10 | -7 | 3 | -1 | -14 | -3
CC(N=C(NS(=O)(=O)c1ccc(Cl)cc1)c1ccccc1)C(=O)O (configuration not stated) | 0.4 | 7 | -7 | 0 | 4 | 1 | 20 | -6
COCCNC(=O)c1ccc(CSCc2cccc(Cl)c2)o1 | 1.0 | 3 | 2 | -7 | 6 | 2 | -11 | -2
COc1ccc(N=C(N)SCc2ccccn2)cc1 | 32 | 6 | 2 | 1 | 2 | -1 | -3 | -7
Cn1c(C(=O)N2CCCC(C(=O)NCCCSC3CCCCC3)C2)cc2sccc21 (configuration not stated) | 2.9 | 8 | 7 | -14 | 0 | -4 | -10 | 1
COc1ccccc1Nc1nc(-c2sc(NC(=O)c3ccco3)nc2C)cs1 | -0.1 | -154 | 8 | 6 | 21 | 0 | -3 | -7
COc1ccc(/C=C/C(=O)Nc2ccc(-c3nnc4n3CCCCC4)cc2)c(OC)c1 | 0.3 | -291 | 36 | -3 | -7 | -12 | -10 | -3
CC(=O)n1cc(C(C[N+](=O)[O-])SCCN)c2ccccc21 (configuration not stated) | 0.8 | -8 | -3 | -1 | 22 | 2 | 2 | -3
Cc1ccc2c(c1)N(Cc1ccc3c(c1)OCO3)C(=O)C(C)O2 (configuration not stated) | -1.0 | 2 | 34 | 3 | -16 | -3 | 9 | 15
COc1ccc2nc(NC(=O)CSc3n[nH]c(N)n3)sc2c1 | 23 | -9 | -3 | -16 | -4 | x | 8 | 6
COc1ccc(S(=O)(=O)NCCCCCC(=O)O)cc1C(=O)O | 0.2 | 12 | -7 | -8 | 5 | 0 | -3 | -10
Cc1ccc(Oc2ccccc2NC(=O)CSCC(=O)Nc2cc(C)on2)cc1 | 0.3 | 1 | 1 | -17 | 5 | 0 | -10 | 2
CCc1ccccc1N(CC(=O)NC1CCCCC1)C(=O)CCCC(=O)Nc1ccccn1 | -0.6 | 9 | -1 | 14 | 10 | 0 | 3 | 4
COc1ccc([C@H]2[C@H]3C=CC[C@@H](C)[C@@H]3C(=O)N2Cc2ccccc2)cc1Cl | -2.0 | 14 | 3 | -7 | 10 | 0 | -5 | 4
COC(=O)CC(c1ccc(OC)c(OC)c1)c1ccc(OC)c(OC)c1 | -2.6 | 3 | -6 | 2 | -13 | -1 | 10 | -6
Cc1cccc(Cn2c(-c3ccc[nH]c3=O)nc3ccccc32)c1 | 0.0 | -273 | -12 | -9 | -8 | 0 | -3 | -3
CCOC(=O)C1=C(O)/C(=C/c2cc(C)n(-c3ccccc3)c2C)N=C1C | 1.1 | -149 | -6 | -2 | 22 | 5 | -2 | 4
CN(C)S(=O)(=O)c1cccc(-c2cn3ccccc3n2)c1 | 1.4 | -371 | 6 | 16 | -7 | 1 | 0 | -2
CC1CCN(CC(=O)Nc2ccc(Br)cc2[N+](=O)[O-])CC1 | 1.6 | 16 | -1 | 12 | 4 | 2 | 1 | 3
CC[C@@]1(C(=O)OC)N[C@H](CN(C)S(=O)(=O)c2ccc(C(C)(C)C)cc2)[C@@H]2C(=O)N(Cc3ccccc3)C(=O)[C@@H]21 | -0.7 | -2 | 3 | -14 | 4 | 0 | 3 | 4
CCOc1ccc2[nH]c(O)c(NC(C)=O)c2c1 | -0.3 | -3 | -5 | -27 | 15 | 3 | 12 | -8
CSCCC(NC(=O)C1CCC(C)CC1)C(=O)NCc1ccco1 (configuration not stated) | 0.0 | 13 | 3 | 16 | -17 | 1 | 1 | -1
CN(C)CCCN(C(=O)c1ccc(S(=O)(=O)N(C)C)cc1)c1nc2cc3c(cc2s1)OCO3 | -1.1 | 19 | -18 | -20 | 6 | 2 | -4 | -4
Cc1ccccc1NC(=O)C1CCN(C(=O)NC2CCCCC2)CC1 | -3.4 | 13 | 5 | -19 | -8 | 0 | 4 | -4
Cc1ccccc1NC(=O)CC1SC(=Nc2ccc(O)cc2)NC1=O (configuration not stated) | 0.5 | 25 | 6 | -15 | -15 | -4 | -2 | 0
(continued)
SMILES | MPTP block | SENP8 block | ATG4B inhibitor | SENP6 block | PfG6PD inh | NR3A LBD binder | SENP7 inh | HKDC1 inhibitor
O=C(c1ccco1)N1CCN(S(=O)(=O)c2ccc(S(=O)(=O)NC3CC3)cc2)CC1 | -1.0 | 11 | 4 | -4 | 12 | 1 | 2 | -8
Cc1nc2ncnn2c(C)c1Cc1cccc(F)c1 | -1.8 | 8 | 6 | -14 | -1 | 0 | 7 | -8
CCOC(=O)/C=C1/SCC(=O)N1CC(=O)NC12CC3CC(CC(C3)C1)C2 | 0.1 | 7 | 3 | x | -12 | -1 | x | 4
Cc1cccc(CSCc2ccc(C(=O)NC3CCCC3)o2)c1 | 0.0 | 18 | -7 | -10 | 10 | -1 | 0 | -6
Cc1cccc(N2CCN(Cc3c(C)n(C)n(-c4ccccc4)c3=O)CC2)c1C | 1.4 | -10 | 2 | -7 | -8 | -5 | 5 | 9
Cc1cc(C(=O)Nc2ccccc2C(F)(F)F)no1 | -0.4 | 0 | -7 | -13 | -7 | -2 | 3 | -7
Cc1ccc(NC(=O)CN(C)S(=O)(=O)c2ccc3[nH]c(=O)oc3c2)c(C)c1 | 0.1 | 6 | 3 | 1 | -22 | 1 | 2 | 5
CC(C)CCN(CCC(C)C)C(=O)Cc1c(O)c2ccccc2[nH]c1=O | 2.7 | -8 | 3 | -13 | -24 | -1 | -9 | 1
Cc1csc(SCC(=O)Nc2cccc(C)c2C)n1 | -1.1 | 9 | -14 | -1 | 2 | 1 | -13 | -4
CN(CC(=O)Nc1ccc(F)c(F)c1)S(=O)(=O)c1cccs1 | -0.1 | 1 | -2 | -13 | 10 | 0 | 0 | -2
CCN1/C(=C2\C(=O)N(C)C(=S)N2C)C=Cc2cc(OC)ccc21 | 9.1 | -199 | -15 | -18 | 9 | -1 | 3 | -3
CCOC(=O)c1ccc(NC(=O)Nc2cc(C)on2)cc1 | 8.1 | 9 | -1 | -6 | 10 | 0 | -1 | 12
COC(=O)c1ccc(NC(=O)COC(=O)c2nc3nccc(C)n3n2)cc1 | 0.4 | 15 | -6 | -3 | 4 | -1 | 5 | -14
CC[C@H](C)[C@@H](NC(=O)O[C@@H]1C(=O)c2cc(Br)ccc2O[C@H]1c1cccc(OC)c1)C(=O)OC | x | x | 2 | 12 | -1 | -13 | 6 | 2
COc1cccc(NC(=S)N(CCCN2CCCC(C)C2)Cc2cccs2)c1 (configuration not stated) | 1.1 | 14 | 2 | -2 | 8 | -1 | 0 | -4
c1ccc(C2=NNC(=NC3CC3)SC2)cc1 | 0.4 | 10 | 7 | 93* | 11 | 0 | 93* | -11
CCC(=O)Nc1ccc(S(=O)(=O)N2CCC(c3nc4ccccc4[nH]3)CC2)cc1 | -1.4 | 3 | 2 | 2 | -8 | 1 | -9 | -3
C/C(=N\NC(=S)NCc1ccccc1)c1cccc(Br)c1 | 0.9 | 1 | -7 | 2 | -2 | -8 | 3 | 3
CN1CCN(CC(=O)n2c3c(c4ccccc42)CCCC3)CC1 | -0.6 | 44* | -11 | 20 | 18 | 0 | 4 | 2
O=C(NCc1ccccn1)c1cc2ccccn2n1 | -0.1 | -12 | -6 | -20 | -13 | 0 | -12 | -4
O=C(Cc1ccc(F)cc1)c1ccc(O)cc1O | 11 | 6 | 2 | 33 | -5 | -5 | 23 | 6
CCN(CC)CCCNC(=O)c1cc(-c2ccc3c(c2)OCO3)on1 | -0.1 | -3 | 4 | -14 | -17 | 1 | -7 | 2
COC(=O)c1c(-c2ccc(SC)cc2)sc2ccc(OC)cc12 | 1.3 | -477 | -3 | -17 | 8 | 13* | -7 | 1
Fc1cccc(/C=N/Nc2nccnc2Cl)c1 | 1.2 | -220 | -4 | 97* | 3 | -2 | 99* | -5
O=C1c2ccccc2C(=O)N1CCOc1cccc(Br)c1 | 1.1 | -4 | 15 | 38 | -9 | 11* | 10 | 4
CC1CCN(C2=NC(=O)/C(=C/c3cn[nH]c3-c3ccccc3)S2)CC1 | 0.6 | -18 | 6 | -4 | 2 | -1 | -5 | -5
CCc1nnc(NS(=O)(=O)c2ccc(NC(=O)c3cccc(OC)c3)cc2)s1 | -0.1 | 13 | 2 | -20 | -26 | -4 | -7 | 3
O=C(Nc1cccc(NC(=O)c2ccc(-c3ccc(Br)cc3)o2)c1)c1ccccc1 | -3.2 | -79 | 10 | -10 | -6 | -8 | -12 | -6
CC1(C(=O)NNC(=O)c2ccc(=O)oc2)CC1Br (configuration not stated) | 1.6 | -273 | 5 | -1 | -10 | 1 | -3 | -10
O=C(Nc1ccc(F)cc1)c1ccc(CSc2ccccc2)o1 | 15 | 1 | 6 | -30 | 42 | -10 | -16 | -2

Gathered by group: those above with two or more sulfur atoms.
SMILES | MPTP block | SENP8 block | ATG4B inhibitor | SENP6 block | PfG6PD inh | NR3A LBD binder | SENP7 inh | HKDC1 inhibitor
Cn1c(C(=O)N2CCCC(C(=O)NCCCSC3CCCCC3)C2)cc2sccc21 (configuration not stated) | 2.9 | 8 | 7 | -14 | 0 | -4 | -10 | 1
COc1ccccc1Nc1nc(-c2sc(NC(=O)c3ccco3)nc2C)cs1 | -0.1 | -154 | 8 | 6 | 21 | 0 | -3 | -7
COc1ccc2nc(NC(=O)CSc3n[nH]c(N)n3)sc2c1 | 23 | -9 | -3 | -16 | -4 | x | 8 | 6
CN(C)CCCN(C(=O)c1ccc(S(=O)(=O)N(C)C)cc1)c1nc2cc3c(cc2s1)OCO3 | -1.1 | 19 | -18 | -20 | 6 | 2 | -4 | -4
O=C(c1ccco1)N1CCN(S(=O)(=O)c2ccc(S(=O)(=O)NC3CC3)cc2)CC1 | -1.0 | 11 | 4 | -4 | 12 | 1 | 2 | -8
Cc1csc(SCC(=O)Nc2cccc(C)c2C)n1 | -1.1 | 9 | -14 | -1 | 2 | 1 | -13 | -4
CN(CC(=O)Nc1ccc(F)c(F)c1)S(=O)(=O)c1cccs1 | -0.1 | 1 | -2 | -13 | 10 | 0 | 0 | -2
COc1cccc(NC(=S)N(CCCN2CCCC(C)C2)Cc2cccs2)c1 (configuration not stated) | 1.1 | 14 | 2 | -2 | 8 | -1 | 0 | -4
COC(=O)c1c(-c2ccc(SC)cc2)sc2ccc(OC)cc12 | 1.3 | -477 | -3 | -17 | 8 | 13* | -7 | 1
CCc1nnc(NS(=O)(=O)c2ccc(NC(=O)c3cccc(OC)c3)cc2)s1 | -0.1 | 13 | 2 | -20 | -26 | -4 | -7 | 3

Record cards, as listed above. Order of screens: MPTP block	SENP8 block	ATG4B inhibitor	SENP6 block	PfG6PD inh	NR3A LBD binder	SENP7 inh	HKDC1 inhibitor
Listed for `c1ccc(C2=NNC(=NC3CC3)SC2)cc1` → 0.4	10	7	93*	11	0	93*	-11
Listed for `CC[C@H](C)[C@@H](NC(=O)O[C@@H]1C(=O)c2cc(Br)ccc2O[C@H]1c1cccc(OC)c1)C(=O)OC` → x	x	2	12	-1	-13	6	2

Source: PubChem BioAssay (Sanford-Burnham Center for Chemical Genomics)
